# Assay outcomes from PubChem.
# SMN2 splice up: enhancers of SMN2 splice variant expression. AID 1458. HEK293 SMN2-luciferase splicing reporter, luminescence, 30-36 h. 210,000 tested, 2.8% active. Potency, µM (top dose mostly 46.1 µM), for inactives: at the top dose activity change, positive = activation, actives largely listed as activators; also: % of control where 0% means no effect; nearly all actives have a fitted effect of over 55% in size
#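 HEK293 cells carry an SMN2 […]–luciferase reporter in which exon 7 inclusion puts luciferase in frame. Cells were plated 10-12 h before compound addition, then incubated 30-36 h at 37C. ONE-Glo luminescence was read; sodium butyrate at 4.5 mM final served as control.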
# Tau fibril FP: blocks human tau fibril formation measured by polarization | K18 P301L tau heparin fibrillization, Alexa594 FP, 6 h | Potency, µM (doses to about 57.7 µM), without a hit: top-dose activity, negative = inhibition, usual class: inhibitors | 280,000 tested, 0.39% active | AID 1468; also: % is scaled to controls: 0 for no effect and ±100 for the full control effect; nearly all actives have a fitted effect of over 55% in size
# Target sequence (P10636 561-689 P618L limits assumed): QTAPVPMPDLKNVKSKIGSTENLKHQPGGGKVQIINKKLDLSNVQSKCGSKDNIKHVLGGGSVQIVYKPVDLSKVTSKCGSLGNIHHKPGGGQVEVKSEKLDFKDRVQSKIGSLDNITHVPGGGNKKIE
#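 Read-out: fluorescence polarization of Alexa 594-labeled tau (0.24 uM), 555 nm excitation, 632 nm emission. Mixtures held 15 uM unlabeled K18 P301L, compound and 20 uM heparin, pH 7 acetate buffer, incubated 6 hr at 37 C.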
# KDM4E inh: JMJD2E (human) inhibition; B2RXH2; JMJD2E catalytic domain, FDH-coupled NADH fluorescence (FDH is formaldehyde dehydrogenase); Potency, µM (top dose mostly 57.1 µM), for the others: top-dose activity change, negative = inhibition, actives largely listed as inhibitors; 230,000 tested, 1.6% active; AID 2147; active = well fitted inhibition curve with a large enough effect, not every such curve was filed as active; inconclusive = small, poorly fitted or top-dose-only effect, or another doubt; inactive = no such curve, though single readings can be large or run the other way;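 also: 0% = wells with enzyme and -100% = buffer wells without enzyme; nearly all actives have a fitted effect of over 50% in size; many of its hits are not listed in these tables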
# Target sequence (B2RXH2 1-337 limits assumed): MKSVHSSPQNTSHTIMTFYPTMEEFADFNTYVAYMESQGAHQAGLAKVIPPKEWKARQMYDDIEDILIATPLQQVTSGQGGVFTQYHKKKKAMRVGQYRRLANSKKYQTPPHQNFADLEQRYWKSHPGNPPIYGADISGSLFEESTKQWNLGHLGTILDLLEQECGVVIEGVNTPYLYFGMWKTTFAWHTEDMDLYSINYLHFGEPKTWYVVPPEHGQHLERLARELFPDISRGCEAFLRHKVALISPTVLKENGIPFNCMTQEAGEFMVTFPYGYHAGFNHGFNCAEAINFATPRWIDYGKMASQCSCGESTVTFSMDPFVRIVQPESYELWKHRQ
# ALDH1A1 inh: inhibitors of human aldehyde dehydrogenase 1A1; P00352; Purified ALDH1A1, NADH fluorescence, propionaldehyde substrate; Potency, µM (top dose mostly 75.3 µM), for the others: top-dose activity, negative = inhibition, actives largely listed as inhibitors; 220,000 tested, 7.3% active; AID 1030; active = well fitted inhibition curve with a large enough effect, not every such curve was filed as active; inconclusive = small, poorly fitted or top-dose-only effect, or another doubt; inactive = no such curve, though single readings can be large or run the other way;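 also: plate controls were no enzyme wells and a reference inhibitor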
# Target sequence (P00352 whole entry, looked up): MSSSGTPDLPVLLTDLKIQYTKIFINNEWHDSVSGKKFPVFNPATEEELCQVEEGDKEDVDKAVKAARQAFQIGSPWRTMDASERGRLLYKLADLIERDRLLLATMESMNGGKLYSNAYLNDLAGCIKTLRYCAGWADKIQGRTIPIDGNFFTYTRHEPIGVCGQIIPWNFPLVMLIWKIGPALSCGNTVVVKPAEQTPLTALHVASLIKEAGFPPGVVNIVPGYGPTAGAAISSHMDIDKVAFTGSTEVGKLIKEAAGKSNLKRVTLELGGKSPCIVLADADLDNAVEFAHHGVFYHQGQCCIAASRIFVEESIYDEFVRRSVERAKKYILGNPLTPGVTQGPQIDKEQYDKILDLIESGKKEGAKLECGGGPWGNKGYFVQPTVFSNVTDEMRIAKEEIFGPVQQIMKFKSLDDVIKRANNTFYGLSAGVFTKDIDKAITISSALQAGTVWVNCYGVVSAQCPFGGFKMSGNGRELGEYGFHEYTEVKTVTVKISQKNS
# HTT ATP protect: cytoprotection in Huntington HTT-Q103 PC12 cell model | PC12 HTT-Q103 induced, cytoprotection, ATP luminescence, 40 h | Potency, µM (series often up to 56.4 µM), inactives show cytoprotection (ATP increase), hits mostly activators | 230,000 tested, 0.14% active | AID 1471;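 also: % of control where 0% means no effect; nearly all actives have a fitted effect of over 45% in size; toxic huntingtin expression switched on by the ecdysone agonist tebufenozide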
#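 Compounds were screened for protection of PC12 cells against cell death after tebufenozide induction (100 nM final) of mutant Huntingtin exon 1 (Q103) fused to GFP.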
# Tau fluor cs: counter-screen for tau fibril formation inhibitors; tau K18 P301L Alexa594 fluorescence, heparin fibrillization; 280,000 tested, 0.93% active; Potency, µM (doses to about 57.7 µM), for the others: at the top dose activity change, negative = decrease; AID 1463; also: % is scaled to controls: 0 for no effect and ±100 for the full control effect; nearly all actives have a fitted effect of over 55% in size
#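 Human K18 P301L tau (15 uM unlabeled plus 0.24 uM Alexa 594-labeled, final) in 100 mM sodium acetate pH 7 was mixed with compound and 20 uM heparin and incubated 6 hr at 37 C.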
# HttQ103 aggreg: reduces HttQ103-GFP aggregates in PC12 cells | Potency, µM (highest dose often 46.1 µM), for inactives: at the highest dose activity change, negative = inhibition, most hits filed as inhibitors | PC12 HttQ103-GFP aggregates, Acumen cytometry, 40 h | 220,000 tested, 1.1% active; also: % is scaled to controls: 0 for no effect and ±100 for the full control effect; nearly all actives have a fitted effect of over 60% in size
#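 Read-out: GFP aggregate count by laser scanning cytometer (488 nm excitation, 500-530 nm emission, 1–25 µm objects >6 SD above background). Cells: PC12, inducible HTTex1-Q103-GFP, 100 nM tebufenozide; compounds titrated.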
# Tau ThT inhib: inhibitors of human tau fibril formation, thioflavin T binding | recombinant tau K18 P301L (four-repeat tau fragment), heparin-induced fibrillization, ThT fluorescence | Potency, µM (series often up to 57.4 µM), without a hit: at the highest dose activity, negative = inhibition, most hits filed as inhibitors | 270,000 tested, 2.1% active; also: % is scaled to controls: 0 for no effect and ±100 for the full control effect; nearly all actives have a fitted effect of over 55% in size
#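 Heparin-induced fibrillization of the P301L-mutant K18 repeat-domain fragment of human tau was followed by ThT binding in quantitative high-throughput format.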
# An asterisk follows results filed as active; ? = inconclusive; / = no result given; & = joins results of further samples; [ ] = dose if it differs, or a comment. Unless noted, calls follow the shape of the dose curve; as a rule, active = well fitted curve in the direction sought with a large enough effect; inconclusive = small, poorly fitted or top-dose-only effect, or another doubt; inactive = no such curve, though single readings can be large; an effect the other way counts as inactive or inconclusive. Potency is read from the fitted curve at half-maximal effect. This is a subset, so the mix of outcomes need not match the whole.
SMILES,SMN2 splice up,Tau fibril FP,KDM4E inh,ALDH1A1 inh,HTT ATP protect,Tau fluor cs,HttQ103 aggreg,Tau ThT inhib
CCc1n[nH]c(=S)n1/N=C/c1c(C)nn(-c2ccccc2)c1Cl,4%,4%,-4%,2%,9%[10 µM],-1%,-9%,-12%
CCOC(=O)CCc1c(C)n(CC)c2ncnn2c1=O,-3%,1%,5%,1%,22%[10 µM],-8%,10%,-1%
CC1(C)Oc2cc3c(cc2O1)OC(C)(C)O3,/,5%[11.6 µM],/,8%[13.5 µM],-3%[10 µM],2%[11.6 µM],/,1%[11.5 µM]
Cc1ccc(Sc2c(C)[nH]n(C(C)(C)C)c2=O)cc1,-8%,2%,-2%,3%,3%,3%,4%,1%
Cc1cc(=O)[nH]c(N/N=C/c2c(C)nn(-c3ccccc3)c2C)n1,-4%,8%,-15%,?,1%[10 µM],1%,18%[9.22 µM],-11%
Cc1onc(-c2ccccc2)c1CNC(=O)Nc1ccccc1,/,-5%,2%,?,31%[10 µM],-12%,2%[9.22 µM],-2%
CC1=C(C(=O)OCc2ccccc2)C(c2ccc([N+](=O)[O-])cc2)NC(=O)N1CCCCCC(=O)O (stereo not given),-12%&1%,4%&-2%,3%&3%,-12%,-9%,-11%&-6%,26%,-18%&-9%
c1ccc(N2N=C(c3cccs3)CC2c2ccco2)cc1 (stereo not given),-27%,10%,?,?,?,?,-7%,-18%
CC(C)CCNC(=O)CN(CCN1CCOCC1)C(=O)Cn1nnc(-c2ccc(F)cc2)n1,4%,-5%,1%,7%,7%,2%,3%,3%
Cc1ccc(-n2c(SCC(=O)Nc3ccc(N4CCOCC4)cc3)nc3ccccc3c2=O)cc1,-12%,?,-3%,0%,9%[1.9 µM],-21%,13%,-13%
COc1ccccc1CNN,/,-7%,-22%,?,-16%,?,-2%,?
Cc1ccccc1-c1nc(CS(=O)(=O)CC(=O)NCc2ccc3c(c2)OCO3)c(C)o1,-10%,-5%,-3%,?,-10%,-23%,20%,-15%
CCOC1(OCC)N=C(N)C2(C#N)C(c3cccc(C)c3)C12C#N (stereo not given),-32%[inhibitor],-1%,-5%,6%,-10%,0%,4%,-13%
Cc1cccc(NCC(=O)NNC(=S)Nc2ccccc2)c1,14%,2%,-27%,14µM*,7%[10 µM],-7%,12%[9.22 µM],-12%
Cc1nc2nc(NC(=O)c3ccc(Cl)cc3)[nH]n2c(=O)c1Cc1ccccc1,23%,-13%,/,/,/,-10%,/,-18%
O=C1/C(=C/c2ccco2)Oc2c1ccc(O)c2CN1CCCCC1,-5%,-14%,?,?,/,-16%,-24%,?
O=C(Nc1c(F)cccc1F)c1ccc(-n2cncn2)nc1,-5%,-4%,-1%,-14%,0%,-6%,8%,-11%
Cc1ccc(-n2c(SCC(=O)N3CCCCC3)nc(O)cc2=O)cc1,/,1%,12%,/,6%[10 µM],1%,-23%[9.22 µM],/
COc1cc([C@@H]2[C@H]3CNCC=C3C(C#N)=C(N)C2(C#N)C#N)ccc1OC(C)C,28%,-2%,?,?,2%,-2%,?,?
Cn1c(SCc2ccc(F)cc2)nc2ccc(C(=O)NCc3ccc(F)cc3)cc21,-5%,0%,/,/,/,?,/,-8%

# Looked up by structure from the list above, 2 records:
SMILES,SMN2 splice up,Tau fibril FP,KDM4E inh,ALDH1A1 inh,HTT ATP protect,Tau fluor cs,HttQ103 aggreg,Tau ThT inhib
c1ccc(N2N=C(c3cccs3)CC2c2ccco2)cc1 (stereo not given),-27%,10%,?,?,?,?,-7%,-18%
CC1(C)Oc2cc3c(cc2O1)OC(C)(C)O3,/,5%[11.6 µM],/,8%[13.5 µM],-3%[10 µM],2%[11.6 µM],/,1%[11.5 µM]

# (listing goes on)
SMILES,SMN2 splice up,Tau fibril FP,KDM4E inh,ALDH1A1 inh,HTT ATP protect,Tau fluor cs,HttQ103 aggreg,Tau ThT inhib
CC1(C)CC2CC(C)(CN2C(=O)Cc2ccccc2)C1 (stereo not given),-6%,8%,2%,?,-15%[10 µM],-1%,3%,-11%
Cc1c(/C=C/C(=O)c2ccccc2)cnn1C,?,6%,?,?,5%,-6%,9%,-15%
O=c1nc(N2CCOCC2)ccn1-c1nc(-c2ccccc2)oc1-c1ccccc1,-2%,-7%,?,-1%,-26%,2%,9%,3%
O=C(Cn1cnc2c(nnn2Cc2ccccc2)c1=O)c1ccccc1,21%,-2%,9%,-16%,-10%,-4%,-13%,3%
COc1cc2c(cc1C1NC(=S)NC(C)=C1C(=O)N(C)C)CCCC2 (stereo not given),-6%,-3%,8%,3%,/,3%,-12%,0%
CC(=O)Nc1cc(-c2nn(C)c(=O)c3ccccc23)ccc1N1CCOCC1,-18%,0%,0%,?,-11%,-6%,31%,-3%
Cc1ccc2c(c1)N(C(=O)c1ccc(F)cc1)C(C)(C)CC2(C)c1ccccc1 (stereo not given),-6%,0%,/,/,/,-11%,/,-10%
c1csc(-c2nn3c(C4COc5ccccc5O4)nnc3s2)c1 (stereo not given),19%,-10%,32µM*,8.9µM*,-13%[0.074 µM],-23%,-27%,?
Cc1cc(C)nc(N2CCN(C(=O)c3ccc(S(=O)(=O)N4CCCCCC4)cc3)CC2)n1,-27%,-1%,-6%,18µM*,-3%,-3%,-18%,-11%
O=C(NCc1ccc(C(F)(F)F)cc1)C1CC(c2ccccc2[N+](=O)[O-])=NO1 (stereo not given),9%,4%,-3%,-14%,-29%,-18%,-4%,-11%
O=C(/C=C/c1ccc(Br)cc1)NC(=S)Nc1ccc(S(=O)(=O)Nc2nccs2)cc1,5%,-11%,8%,8%,-6%[10 µM],-18%,8%,-14%
COC(CNC(=O)c1ccc2c(c1)ncn2-c1ccc(F)c(F)c1)OC,-4%,-14%,8%,1%,-36%[inhibitor],-13%,-17%,-9%
COc1ccc(CNC(=O)C2CCC(CNc3c(N4CCC(C)CC4)c(=O)c3=O)CC2)cc1 (stereo not given),/,-1%,-1%,/,9%[10 µM],-12%,-1%[9.22 µM],/
CCOc1ccccc1N1CCN(C(=O)C(F)(F)F)CC1,1%,-2%,2%,5%,4%[10 µM],-14%,2%,-5%
Cc1[nH]n(-c2ccccc2)c(=O)c1/C=N/N1C(=O)c2cccc3cccc(c23)C1=O,/,-9%,?,?,-14%[10 µM],?,-19%[9.22 µM],22µM*
CCn1c(C(C)NC(=O)c2cccc(C)c2)nc2ccccc21 (stereo not given),-5%,-2%,6%,2%,-1%[10 µM],6%,-9%,1%
CC(C)c1ccc(-c2nnc(N)s2)cc1,14µM*,-2%,?,2%,-29%[10 µM],-4%,2%,-16%
CCOc1ccc(N(C(=O)c2ccccc2Cl)C2=NC(C)(C)CS2)cc1,?,-2%,-15%,?,5%[10 µM],-11%,?,-10%
C=CCNC(=O)c1onc(CSc2cc(C)cc(C)c2)c1C(=O)O,?,0%,-1%,5%,1%,5%,-8%,1%
CCOC(=O)C1=C(CN2c3ccccc3CC2C)NC(=O)NC1c1ccccc1 (stereo not given),-16%,-5%,0%,1%,-63%[inhibitor],-17%,?,-16%
O=C(COc1ccc(S(=O)(=O)N2CCCC2)cc1)NCCC1=CCCCC1,/,10%,-1%,?,-10%[0.074 µM],0%,-10%,-4%
COc1ccc(/C(C)=N/NS(=O)(=O)c2cc(C)ccc2C)c(OC)c1,-6%,-2%,7%,?,-35%[inhibitor],-8%,-10%,-1%
COc1ccnc(Oc2ccccc2)c1C#N,-21%,-8%,6%,-7%,-8%,-6%,-16%,0%
O=C(Nc1nc(-c2cccs2)cs1)c1ccc(Cl)s1,-94%[inhibitor],3%,-5%,0%,8%[10 µM],10%,-9%,12%
Cc1ccc(Cl)cc1NC(=O)c1ocnc1C,0%,-2%,2%,?,-13%,-9%,-12%,-15%
Cc1ccc(N2CCN(c3c(CN4CCCC4)c(=O)oc4ccccc34)CC2)c(C)c1,5%,0%,/,/,/,-12%,/,-14%
COC(=O)C1=C(C(=O)OC)[C@@H]2Nc3ccccc3[C@@]23C[C@@H](C(=O)OC)N(C(=O)C2CCC2)C3=N1,4%[9.22 µM],7%[11.6 µM],8%[11.4 µM],29%[13.5 µM],-5%[10 µM],-2%[11.6 µM],/,-1%[11.5 µM]
CCCSC1=N/C(=C\c2ccc([N+](=O)[O-])o2)C(=O)S1,-1%,?,?,14µM*,-23%,?,25%,13µM*
CN(c1ccc(OCC(=O)OCC(=O)Nc2c(F)c(F)c(F)c(F)c2F)cc1)S(=O)(=O)c1ccc(F)cc1,6%,-7%,-9%,7%,31%[10 µM],?,-8%,-6%
O=C(Nc1ccc(Cl)c(Cl)c1)N(Cc1c[nH]c2ccccc12)C1CCCCC1,4%,-13%,/,/,/,-6%,/,15%
CN(Cc1cn(-c2ccccc2)nc1-c1ccc(F)cc1)C(=O)CCC(=O)O,14%,1%,2%,-11%,39%[10 µM],0%,21%,-5%
CCOC(=O)c1sc(C)nc1C1CCN(C(=O)OCC)CC1,-4%,0%,3%,?,-22%[10 µM],-10%,?,-15%
Cc1cc(N2CCOCC2)nc2ccccc12,?,2%,?,?,27%[10 µM],-1%,-18%,0%
COc1cccc(N2CCN(C(=O)c3cccn4c(=O)c5c(C)c(C)sc5nc34)CC2)c1,-3%,-11%,2%,2%,1%,-6%,-1%,-2%
O=C(c1cccc(S(=O)(=O)N2CCc3ccccc3C2)c1)N1CCN(c2ccc(O)cc2)CC1,-37%[inhibitor],11%,-24%,?,-32%[10 µM],-27%,-7%,?
Cc1nsc(N)c1C(=O)O,/,2%,-2%,/,17%[10 µM],2%,8%[9.22 µM],2%
CCC1(C)C2(C#N)C(N)=NC(OC)(OC)C12C#N (stereo not given),-2%,4%,5%,-14%,-3%,1%,14%,-6%
COc1cccc([C@@H]2Oc3ccc(OC)cc3C(=O)[C@H]2OC(=O)NS(=O)(=O)c2ccc(F)cc2)c1,13%,?,?,3%,-75%[inhibitor],-7%,/,-13%
O=C(c1ccccc1)N(CCO)Cc1cc2cc3c(cc2[nH]c1=O)OCCO3,-23%,0%,?,?,11%[10 µM],8%,-11%,-6%
CCS(=O)(=O)c1ccc2oc(SCC(=O)Nc3ccc(OC)cc3OC)nc2c1,-9%,19%,-4%,6%,-18%,10%,22%,3%
CC1(C)Cc2c(c(-c3ccco3)nc3sc4c(NCCO)ncnc4c23)CO1,-18%,-1%,?,?,-21%,-17%,15%,-6%
